Rad51 HR inh: human RAD51 strand exchange inhibitors, primary screen, biochemical, fluorescence; DNA repair protein RAD51 homolog 1 (Homo sapiens), Q06609; hRad51 DNA strand exchange, fluorescence dequenching; inhibition, % at 10 µM; hit rate 0.085% among 200,000;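 active = inhibition above 40% at the single screening dose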;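 note: 0% = DMSO control wells and 100% = blanks with heterologous ssDNA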
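material = hRad51 filaments on single-stranded DNA | reagent = Donor/quencher-labelled 47-bp dsDNA substrate | compound = 10 µM final, single point | schedule = strand-exchange reaction 15 min at room temperature | measured by = fluorescein emission 520 nm, excitation 485 nm | read-out basis = % inhibition versus plate control and blank means | benchmarks = plate controls and plate blanks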
KCC2 mod: KCC2 cotransporter modulators, thallium flux, primary screen, cell-based, HEK293 KCC2, FluoZin-2 fluorescence, MLSMR; KCC2 cells, thallium flux FluoZin-2 fluorescence; B-score of Tl+ flux slope (higher = more flux/activation; lower = inhibition) at 10 µM; hit rate 2.2% among 190,000; AID 1456, 2008;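 active = thallium flux slope and its plate-corrected score both differing from the plate sample mean at a set confidence after two filtering rounds, in either direction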;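 note: slope of fluorescence scaled to starting intensity during 10 to 20 s after thallium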
eIF4E 4G PPI: eIF4E–eIF4G protein interaction inhibitors, primary screen, biochemical, uHTS, TR-FRET, eIF4GI fragment; AID 782, 2007; TR-FRET eIF4E-eIF4GI(517-606) binding, 2 h; Eukaryotic translation initiation factor 4E (Mus musculus) + Eukaryotic translation …; inhibition, % at 21.7 µM; hit rate 0.37% among 220,000;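 active = inhibition above about 30%, limit read from the data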;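 note: 0% = full FRET control wells and 100% = background wells lacking eIF4GI fragment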
zVAD death inh: inhibitors of zVAD-triggered necroptosis, primary screen, L929 cells | L929 zVAD necroptosis rescue, ATP luminescence, 24 h; with zVAD 60 µM | viability rescue, % at 10 µM | hit rate 0.38% among 220,000;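 active = activation, scaled between plate controls, above about 75%, limit read from the data; inactive = activation under that limit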;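 note: 0% = zVAD with DMSO and 100% = DMSO alone without zVAD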
MDM2 E3 inh: MDM2-luciferase reporter signal enhancers, primary screen, MDM2 E3 ligase inhibitor project, cell-based, luminescence, 1536-well; hit rate 0.11% among 210,000; cell-based MDM2 ubiquitination luciferase reporter, 2 h; 0 = plate control, 100 = twice control, blank-subtracted; signal enhancement, % at 5 µM; AID 1230, 2008; E3 ubiquitin-protein ligase Mdm2 (Homo sapiens), Q00987;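 active = signal enhancement of 30% or more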;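 note: luminescence tracks abundance of the self-degrading MDM2-luciferase fusion protein; higher signal means inhibition of MDM2 E3 ligase activity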
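Buffer or medium: Cells held in DMEM | Assay system: Stable mammalian line carrying autodegrading MDM2–luciferase fusion reporter | Quantity: 2000 cells/well | Times: 4 h settle plus 2 h compound, 37 °C | Doses: One concentration, 5 µM, with 0.2% DMSO | Technique: Luminescence with SteadyLite reagent, 15 min at room temperature | Benchmarks: Plate controls and plate blanks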
EBV gp42 inh: Epstein-Barr virus gp42 inhibitors, primary screen, biochemical, uHTS, fluorescence polarization; hit rate 0.42% among 220,000; AID 1085, 2008; Fluorescence polarization binding assay, mP read-out; Glycoprotein 42 (Epstein-Barr virus (strain AG876)), Q1HVG2; inhibition, % (tested at 21.74 µM); in the data active = inhibition above about 50%
PERK inh: block of dimerizer-induced PERK translation repression, primary screen, PERK inhibitor project, CHO PERK-DD cells, SEAP luminescence, HTS | inhibition, % at 5.6 µM | CHO PERK-DD fusion, SEAP luminescence translation reporter | hit rate 0.17% among 220,000 | Eukaryotic translation initiation factor 2-alpha kinase 3 (Homo sapiens), Q9NZJ5;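 active = inhibition above the mean inhibition of all tested compounds plus 3 SD, set separately per screening campaign, cut at about 2.9% in these data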;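 note: PERK kinase domain activated by AP20187 dimerizer at 100 nM; 0% = DMSO with dimerizer and 100% = rapamycin at 8.4 µM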
Target sequence (Q9NZJ5 whole entry, looked up, the tested form may be a part): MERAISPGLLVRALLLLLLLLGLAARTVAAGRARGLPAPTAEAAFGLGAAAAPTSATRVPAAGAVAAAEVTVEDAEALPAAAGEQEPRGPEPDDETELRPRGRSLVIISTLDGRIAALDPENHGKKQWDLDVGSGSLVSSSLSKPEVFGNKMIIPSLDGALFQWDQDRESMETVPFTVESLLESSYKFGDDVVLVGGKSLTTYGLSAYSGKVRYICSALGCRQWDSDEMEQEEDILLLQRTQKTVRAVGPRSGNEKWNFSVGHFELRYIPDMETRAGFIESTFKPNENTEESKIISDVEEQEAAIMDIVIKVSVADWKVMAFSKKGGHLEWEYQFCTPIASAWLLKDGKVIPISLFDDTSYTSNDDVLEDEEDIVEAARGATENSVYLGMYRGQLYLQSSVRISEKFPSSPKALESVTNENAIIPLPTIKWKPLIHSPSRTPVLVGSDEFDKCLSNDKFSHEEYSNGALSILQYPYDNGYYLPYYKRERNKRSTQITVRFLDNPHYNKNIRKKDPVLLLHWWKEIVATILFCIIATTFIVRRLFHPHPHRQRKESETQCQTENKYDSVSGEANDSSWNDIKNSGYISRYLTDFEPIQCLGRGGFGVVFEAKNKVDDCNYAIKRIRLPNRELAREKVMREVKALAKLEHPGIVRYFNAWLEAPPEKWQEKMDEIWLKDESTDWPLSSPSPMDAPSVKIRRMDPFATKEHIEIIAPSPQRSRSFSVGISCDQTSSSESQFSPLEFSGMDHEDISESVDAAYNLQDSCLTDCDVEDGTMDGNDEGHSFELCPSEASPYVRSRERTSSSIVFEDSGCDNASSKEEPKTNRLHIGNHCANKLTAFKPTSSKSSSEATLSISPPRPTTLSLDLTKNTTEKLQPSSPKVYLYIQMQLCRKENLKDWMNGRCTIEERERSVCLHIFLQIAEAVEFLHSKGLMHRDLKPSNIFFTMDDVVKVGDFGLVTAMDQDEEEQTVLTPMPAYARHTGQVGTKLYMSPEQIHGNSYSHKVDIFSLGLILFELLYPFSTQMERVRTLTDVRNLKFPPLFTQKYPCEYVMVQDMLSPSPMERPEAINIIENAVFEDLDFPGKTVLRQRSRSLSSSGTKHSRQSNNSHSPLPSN
Calpain2 inh: inhibitors of pig calpain II, primary screen, biochemical, fluorogenic peptide substrate, 1536-well. inhibition, % at 16 µM. purified calpain II, 30 min. hit rate 0.37% among 220,000;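 active = inhibition above about 50%, limit read from the data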
TNF death inh: inhibitors of TNF-alpha triggered necroptosis, primary screen, cell-based, Jurkat FADD-/-, single concentration; AID 463075, 2010; Jurkat FADD-/- TNF necroptosis rescue, ATP luminescence, 24 h; 0 = TNF only, 100 = no-TNF cells; activation (protection from cell death), % at 10 µM; hit rate 0.068% among 220,000;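 active = activation, meaning protection from cell death, of at least 50% relative to plate controls; inactive = activation below 50%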;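 note: necroptosis triggered by 40 ng/mL TNF-alpha added together with compound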
* marks the source's active call; other numbers are inactive results; nt = no result given; [ ] = dose if it differs, or a comment.

SMILES	Rad51 HR inh	KCC2 mod	eIF4E 4G PPI	zVAD death inh	MDM2 E3 inh	EBV gp42 inh	PERK inh	Calpain2 inh	TNF death inh
CCN(c1cccc(C(F)(F)F)c1)S(=O)(=O)c1ccc2c(c1)CCN2C(C)=O	2	nt	4	-0.6	-43	-23	-1.3	-21	-4.2
c1cc2c(c(NCc3ccncc3)c1)CCCC2	nt	0.63	3	-0.2	-3	5	0.9	-34	-2.9
O=C(C1=C[C@H](c2ccc(C(F)(F)F)cc2)C[C@H](OCc2ccc(CO)cc2)O1)N1CCOCC1	-5	0.14	-2	-0.5	nt	-8	0.3	-20	1.1
Cc1nnc(N2C(=O)C(O)=C(C(=O)c3ccco3)C2c2ccc(F)cc2)s1 (centres undefined)	-75	-0.14	-2	-0.1	-11	76*	0.1	16	0.6
C=CCOc1ccc(C2CC(C)=NN2c2ccccc2)cc1 (centres undefined)	8	-1.4	17	0.2	8	-7	0.7	10	0.6
CN(C)c1ccc(CNC2CC(C)(C)NC(C)(C)C2)cc1	6	nt	-2	0.9	1	-8	0.3	4	-0.9
O=[N+]([O-])c1ccc(Cl)c(/C=N/Nc2nc(N3CCOCC3)nc(N3CCOCC3)n2)c1	5	0.13	-8	-0.1	-9	2	-0.2	23	0.3
COC(=O)c1ccc2nc(Nc3nc4c(F)cc(F)cc4s3)sc2c1	-6	9.2*	7	0.3	-34	-17	-1.1	-152	0.0
COc1ccc(C(=O)NCC(=O)Nc2cccc(S(=O)(=O)NCc3ccco3)c2)cc1OC	nt	-0.051	-2	-0.5	-13	6	-0.3	-63	1.4
Cc1ccc(C)c2[nH]c(=O)c(CN(Cc3ccco3)S(=O)(=O)c3ccc4c(c3)OCCO4)cc12	-7	-0.76	-16	1.8	-18	-21	-1.2	-76	-12
CS(=O)(=O)N1CCN(C(=O)C(Sc2ccccc2)c2ccccc2)CC1 (centres undefined)	-5	0.037	-6	-0.5	-16	-18	0.3	1	-1.7
Cc1ccccc1N1C(=O)CC(c2c[nH]c3ccccc23)C1=O (centres undefined)	7	0.085	2	-0.4	-36	4	1.1	28	2.4
Cc1nc2c3ccccc3nc(SCC(=O)N3CC(C)CC(C)C3)n2n1 (centres undefined)	nt	2.5	10	-1.1	0	-5	-0.5	-22	-0.7
COc1ccc(NC(=O)CSc2nc(N)c(C(=O)Nc3ccc(N(C)C)cc3)s2)cc1	7	nt	-3[fluorescence artefact?]	-0.1	-7	-1	-2.2	-31	-1.7
NNC(=O)c1csc(-c2ccccc2)n1	-40	2	0	1.4	1	-3	0.0	6	0.6
CCCS(=O)(=O)NCc1ccc2c(c1)cc(C)n2C	nt	0.23	2	1.9	-17	-4	0.6	16	-2.4
Cc1ccc(C(=O)Nc2nccs2)cc1	-1	-0.36	4	86*	-2	-6	0.8	12	12
Cc1ccc(S(=O)(=O)Oc2ccc(/C=C(/NC(=O)c3ccccc3)C(=O)O)cc2)cc1	-23	0.52	-1	1.0	-8	-13	0.6	11	1.0
Cc1nc2ccccn2c1C(=O)NC1CCCC1	5	0.031	4	12	3	-13	0.7	-18	1.0
Oc1ccc(/C=C/c2ccc3ccccc3n2)cc1	-6	-3.4	1	-2.0	-58	-8	0.7	-68	-8.8
COc1ccccc1NC(=O)C(C)NS(=O)(=O)c1ccccc1 (centres undefined)	-12	0.0026	-14	-1.3	-9	-1	-0.1	13	-0.8
COc1ccc(C2CC(=O)C3=C(C2)Nc2ccccc2N(C(=O)C2CC2)C3c2cccnc2)cc1OC (centres undefined)	4	-0.11	-4	0.5	8	-2	1.3	-14	-2.5
COc1ccc(/C=C/C(=O)Nc2ccccc2Cl)cc1S(=O)(=O)N1CCOCC1	nt	-0.47	-17	0.1	nt	-4	0.3	-20	0.8
Cc1ccc(-c2nnn(CC(=O)N(c3cccc(F)c3)C(C(=O)NC(C)(C)C)c3ccco3)n2)o1 (centres undefined)	-10	-0.3	0	1.1	-1	-10	-0.1	0	-0.2
CCC(C)c1ccc(NC(=O)COC(=O)c2nc3nccc(C)n3n2)cc1 (centres undefined)	6	-0.061	0	0.9	-3	-3	0.5	-31	-0.9
Cc1c(C(=O)OCCOc2ccccc2)[nH]c2c1C(=O)CCC2	2	-1.9	0	-0.9	-27	-14	-1.1	-22	-8.7
CC(C)c1ccccc1NS(C)(=O)=O	-17	nt	-2	3.6	4	-16	1.6	-27	1.0
CCCSc1nc2c(c(=O)[nH]c(=O)n2C)n1Cc1ccc(C)cc1	3	0.61	1[fluorescence artefact?]	0.0	-7	-6	0.8	-22	-4.0
Cc1ccc(C23CC4CC(CC(C(=O)N5CCN(C)CC5)(C4)C2)C3)cc1	2	-0.029	-3	-0.1	nt	-11	0.6	16	4.1
COc1ccc(C2C(C(=O)NCCN(C)C)c3ccccc3C(=O)N2C)cc1OC (centres undefined)	-10	nt	1	2.3	-4	-13	0.8	-8	1.0
FC(F)(F)c1ccc(C2[C@H]3CN(Cc4cccnc4)[C@H](c4ccccc4)C34CC2(c2ccccc2)C4)cc1 (some centres undefined)	-8	0.005	1	0.5	-18	-31	nt	22	-1.4
CC(C)(C)C(=O)/C(C#N)=C/c1ccc(O)cc1	2	-1.5	0	1.3	3	-16	0.6	6	0.3
CCn1c(=O)n(CC)c2cc(S(N)(=O)=O)c(C)cc21	-1	-0.8	-3	1.1	14	-19	1.1	-12	-1.5
CCOC(=O)C1CCCN(C(=O)CN2C(=O)/C(=C/c3ccc(OC)cc3)Oc3ccccc32)C1 (centres undefined)	7	-1.5	-3	0.6	-8	4	-0.5	-237	-1.5
COc1ccc(NC(=O)COC(=O)c2cnccn2)cc1Cl	2	-0.055	4	0.3	-13	-13	1.5	-52	-1.8
CCOc1ccc(S(=O)(=O)N2CCC(C(N)=O)CC2)c2ccccc12	0	nt	0	2.1	0	-15	-1.9	-12	3.2
N=C1SC(CC(=O)Nc2ccccc2[N+](=O)[O-])C(=O)N1c1ccccc1 (centres undefined)	21	-2.4	-2	0.9	-7	-15	0.8	11	0.5
COc1ccc(NC(=O)C(c2ccccc2)N(C)C(=O)c2ccc(=O)[nH]c2)cc1 (centres undefined)	8	0.088	13[fluorescence artefact?]	-0.1	1	-7	0.1	-12	1.8
COC(=O)c1sccc1NC(=O)c1cc(-c2cccc(C)c2)nc2ccccc12	2	nt	-17	0.7	-12	2	0.0	-41	-0.4
N#CC(c1ccccc1)N(CCCCl)C(=O)c1ccc(Br)cc1 (centres undefined)	-1	0.025	-2	0.2	-11	-10	-0.1	8	1.5
Cc1cc(NC(=O)CSc2ccc(F)cc2)no1	16	1.3	-1	2.1	4	7	1.1	-17	15
COc1ccc(C(=O)Nc2nc(-c3ccc([N+](=O)[O-])cc3)c(-c3ccc(OC)cc3)s2)cc1	-35	-0.24	-4	2.3	-16	-47	1.7	-67	-2.6
COc1ccc(-c2c(C#N)c(N)nc3c2CCc2ccccc2-3)cc1OC	-8	nt	-9	2.4	-24	-14	-0.7	-114	-18
CC(C)c1cc(C(=O)NCCc2ccccc2)no1	12	-0.95	-4	-0.1	-11	-5	0.7	-31	0.9
CCOC(=O)c1cc2c(n(-c3ccccc3)c1=O)CC(C)(C)CC2=O	-4	0.7	18	-0.4	-12	-14	-0.6	-23	0.0
CCCCCCCn1ccc(O)c(CC(=O)OC)c1=O	-4	-0.14	0	1.6	-9	-8	0.1	11	-0.7
Cc1ccc2c(c1)nnn2C1CCN(C(=O)Nc2ccccc2C)CC1	-10	-0.71	-2	0.3	-18	-11	-0.6	-1	-0.9
O=C1CCCc2c1cc(C(=O)Nc1ccc(Cl)cn1)c(=O)n2-c1ccccc1	-7	nt	11	0.4	9	-18	-0.7	-15	-3.0
Cc1ccnc(N/C=C(/NC(=O)c2ccccc2)C(=O)N/N=C\c2ccc(F)cc2)n1	1	0.83	9[fluorescence artefact?]	0.4	-17	0	-1.2	12	-0.2
COCc1c(C(=O)Nc2ccc(Cl)cc2F)oc2ccccc12	-12	-0.084	0	-0.4	-6	-2	0.7	-35	0.0
COC(=O)C(Cc1ccc(O)cc1)NC(=O)CCC(=O)Nc1ccc(S(N)(=O)=O)cc1 (centres undefined)	2	-0.82	7	0.3	5	-21	1.9	8	0.7
CC(=O)Nc1ccc(SCC(=O)Nc2ccc(Cl)cn2)cc1	2	-0.93	-2	1.8	-11	-1	-0.3	-32	2.0
NC(=O)NCC(=O)N1CCC(C(O)(c2ccccc2)c2ccccc2)CC1	nt	-0.42	-3	-0.5	-8	6	1.2	-3	-1.0
CCc1ccc(OCCNC(=O)c2ccc(S(=O)(=O)N(C)C)cc2)cc1	0	nt	1	-0.2	-7	1	0.0	17	0.0
CC(C)Oc1cc(NC(=O)CS(=O)CC(=O)N(C)C)c(Cl)cc1Cl (centres undefined)	nt	nt	-1	-0.2	-2	-8	1.3	19	0.3
COC(=O)c1cccc(NC(=O)CN2CCN(c3ccc(OC)cc3)CC2)c1	-5	0.27	10	-0.3	-15	-24	0.3	6	-0.5
CCc1ccccc1NC1c2ccccc2C(=O)N1c1cccnc1 (centres undefined)	-3	-0.29	5	-0.4	-7	-25	0.0	21	-3.6
Cc1ccc(SCC(=O)c2c(C)nc3cc(C)ccn23)cc1	17	-0.31	0	0.9	0	-10	0.4	46	2.5
Cc1cc(=O)c2ccc3ccccc3c2[nH]1	nt	-0.027	2	0.2	-27	0	-0.9	-61	1.6

Profiles, quoted from the list.
Listed for `Cc1ccnc(N/C=C(/NC(=O)c2ccccc2)C(=O)N/N=C\c2ccc(F)cc2)n1` : Rad51 HR inh: 1; KCC2 mod: 0.83; eIF4E 4G PPI: 9[fluorescence artefact?]; zVAD death inh: 0.4; MDM2 E3 inh: -17; EBV gp42 inh: 0; PERK inh: -1.2; Calpain2 inh: 12; TNF death inh: -0.2
Listed for `COC(=O)C(Cc1ccc(O)cc1)NC(=O)CCC(=O)Nc1ccc(S(N)(=O)=O)cc1` (centres undefined) : Rad51 HR inh: 2; KCC2 mod: -0.82; eIF4E 4G PPI: 7; zVAD death inh: 0.3; MDM2 E3 inh: 5; EBV gp42 inh: -21; PERK inh: 1.9; Calpain2 inh: 8; TNF death inh: 0.7

Bioassay records deposited in PubChem by several laboratories.
